GPR151 ag: activates the human receptor GPR151 | AID 1508602 | activation, % at 11.2 µM | 650,000 compounds, 1% hits | PathHunter beta-arrestin GPR151 cells, luminescence; in the data active means activation above about 4.9%;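 further: 0% = median of compound wells and 100% = cells with positive control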
FBW7 activator: activators of human E3 ligase FBW7. normalized activity (activation), % at 26.1 µM. 650,000 compounds, 0.13% hits. AlphaScreen FBW7–phospho-cyclin E peptide binding, activator screen. Q969H0. AID 1259310; in the data active means normalized activity above about 1.9%;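 further: purified mutant Fbw7 with reduced substrate affinity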
Target sequence (Q969H0 whole entry, looked up): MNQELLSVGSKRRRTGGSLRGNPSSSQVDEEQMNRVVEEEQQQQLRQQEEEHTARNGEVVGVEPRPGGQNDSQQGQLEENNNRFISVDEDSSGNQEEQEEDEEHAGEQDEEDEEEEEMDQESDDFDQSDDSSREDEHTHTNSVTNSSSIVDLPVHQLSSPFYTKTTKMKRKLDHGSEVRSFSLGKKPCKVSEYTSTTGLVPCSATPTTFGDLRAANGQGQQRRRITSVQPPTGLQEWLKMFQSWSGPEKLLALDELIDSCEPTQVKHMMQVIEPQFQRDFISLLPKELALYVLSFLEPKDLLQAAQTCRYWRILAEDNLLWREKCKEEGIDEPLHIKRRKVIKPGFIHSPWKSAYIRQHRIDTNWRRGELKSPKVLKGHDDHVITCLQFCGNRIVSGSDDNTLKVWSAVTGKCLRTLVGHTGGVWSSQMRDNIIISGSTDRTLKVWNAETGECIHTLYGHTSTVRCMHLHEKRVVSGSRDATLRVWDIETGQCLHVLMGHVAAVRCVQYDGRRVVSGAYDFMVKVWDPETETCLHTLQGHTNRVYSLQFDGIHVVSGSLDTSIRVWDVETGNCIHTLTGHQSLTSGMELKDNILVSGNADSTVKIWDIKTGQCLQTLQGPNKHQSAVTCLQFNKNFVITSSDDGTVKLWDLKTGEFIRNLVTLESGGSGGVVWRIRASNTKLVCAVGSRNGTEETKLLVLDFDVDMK
MITF primary: human MITF inhibition, primary screen; O75030; AlphaScreen MITF homodimerization, bead proximity signal; inhibition, % at 2.6 µM; 650,000 compounds, 0.91% hits; in the data active means inhibition above about 50%;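 further: 0% = vehicle wells with protein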
TEAD-YAP block: TEAD-YAP interaction inhibition; HEK-TIYL cells, TEAD-Gal4/YAP UAS-luciferase luminescence; inhibition, % at 9.12 µM; 640,000 compounds, 1.4% hits; AID 1259422; in the data active means inhibition above about 32%;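 further: 0% = median of test compound wells and 100% = reference inhibitor wells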
Active calls of the source: *.

SMILES	GPR151 ag	FBW7 activator	MITF primary	TEAD-YAP block
CCC(CC)CN1CCc2nnc(CCNC(=O)c3ccc(OC)cc3)n2CC1	2.2	0.0	-9	9
Cn1c(-c2ccc3ccccc3n2)[n+](C)c2ccccc21	-1.9	0.0	16	12
O=C(c1ccco1)N1CCN(c2ccc([N+](=O)[O-])c(N3CCCCC3)c2)CC1	-0.6	-0.2	18	16
COc1cc(C(C)=O)ccc1COc1ccc(C(=O)OC(C)C(=O)NC(N)=O)cc1OC (centres undefined)	0.2	0.0	0	8
CCOc1ccc(C2NC(=O)NC(C)=C2C(=O)OCC2CCCCC2)cc1OC (centres undefined)	-1.4	0.7	14	-4
COC(=O)C1=C(C)Nc2nc(SC)nn2C1c1ccc(Cl)cc1 (centres undefined)	1.1	-0.1	4	0
COc1ccc(N2CCN(C(CNS(=O)(=O)c3ccc(F)cc3)c3cccnc3)CC2)cc1 (centres undefined)	-0.8	0.3	7	-8
COCCn1c(SCc2ccc(F)cc2)nc2c([nH]c3ccccc32)c1=O	0.7	-0.1	5	-8
N#CCCN1CCN(CCC#N)C1=S	0.1	0.2	-19	3
C=CCN(c1ccccc1)S(=O)(=O)c1ccc2[nH]cc(C(=O)NCCC3=CCCCC3)c(=O)c2c1	0.5	0.2	21	-2
CN1C(=O)/C(=C\c2ccc(C(=O)N3CCC4(CC3)OCCO4)cc2)SC1=S	-0.6	-0.1	-3	4
CC1CCCCN1C(=O)CSc1nnc(-c2ccc3c(c2)OCCO3)o1 (centres undefined)	0.3	0.0	-3	-4
Cc1ccc2cc(CCNC(=O)c3ccco3)c(=O)[nH]c2c1	0.1	0.1	3	-66
Cc1nc(C)c(CC(=O)Nc2cccc3ncccc23)s1	0.5	-0.4	3	2
CCc1cccc(CC)c1-n1ccnc1SCC(=O)NC	1.0	0.0	-12	-12
CCCCC(=O)NC(Nc1sc(-c2ccccc2)c(C)c1C(=O)OCC)(C(=O)OCC)C(F)(F)F (centres undefined)	-1.3	0.1	15	-3
O=C(Nc1ccccc1)N(Cc1nnc2n1CCCCC2)c1ccc2c(c1)OCO2	-0.7	0.2	1	-1
Cc1ccccc1Nc1nc(N)nc(CSc2ncnc3sccc23)n1	0.3	-0.1	-2	-5
Cc1cc(C)cc(OCC(=O)Nc2ccc(OCC(=O)O)cc2)c1	-1.2	-0.2	0	-2
Cc1ccc(S(=O)(=O)Nc2ccccc2C(=O)Nc2ccccc2C(=O)Nc2ccccc2)cc1	-0.3	0.0	-1	10
CC(C)C[C@@H]1NC(=O)[C@@H]2C[C@H](NC(=O)OCc3ccccc3)CN2C1=O	1.2	0.1	0	2
COc1ccc(CC(=O)NNC(=O)Nc2cccc(C)c2C)cc1	0.2	-0.1	4	-4
COc1cc(C2C3=C(CC(C)(C)CC3=O)OC3=C2C(=O)CC(C)(C)C3)ccc1O	-0.3	0.1	12	20
Cc1ccc(-c2nc3sccn3c2C=O)cc1	-1.8	-0.2	4	-42
COC(=O)C(C)N1C(=O)S/C(=C/c2cccn2-c2cccc([N+](=O)[O-])c2)C1=O (centres undefined)	0.8	-0.5	15	4
CCCNC(=O)Cn1nc(-c2ccccc2OC)ccc1=O	-0.1	-0.2	27	1
COC(=O)c1sccc1NC(=O)c1c(C)noc1C	1.1	0.2	-8	-7
CCCCCCSc1nnc2c(n1)OC(c1ccccc1OCC(=O)O)Nc1ccccc1-2 (centres undefined)	1.0	-0.2	8	-4
CC(=O)c1ccc(NC(=O)CSc2nnc3ccc(-c4ccc(F)cc4)nn23)cc1	-0.6	1.6	9	19
COCC1=C(C(=O)OC)C(c2ccc(C(=O)OC)cc2)C(C#N)=C(N)O1 (centres undefined)	0.1	0.1	-6	5
CC(=O)c1cccc(-c2cnc3c(Nc4ccc(Cl)cc4)nccn23)c1	1.2	0.3	-1	-28
CC(=O)N1CCN(S(=O)(=O)c2ccc(Br)c(C)c2)CC1	-1.1	0.0	7	3
Cc1ccc(C2C(C#N)=C(N)Oc3n[nH]c(-c4ccc(Br)cc4)c32)o1 (centres undefined)	0.1	0.0	15	1
Cc1ccc2c(c1)C(c1ccccc1)N(C(=O)C1CCCC1)CC(=O)N2 (centres undefined)	-0.6	0.7	5	7
O=C(NC1CC1)c1c(Cl)cccc1Cl	-0.6	0.1	-9	1
COCCn1nnnc1C(c1cccs1)N1CCN(c2cc(C)ccc2C)CC1 (centres undefined)	0.6	0.2	-1	-12
Nc1c(C(=O)Nc2cccc(C(=O)O)c2)sc2nc3c(cc12)CCCCC3	0.0	0.0	4	-17
COc1ccc(OC)c(N/C=C2/CCCC2=O)c1	1.1	-0.1	0	2
COc1cc(NC(=O)c2cccc(-n3cc(Nc4nnnn4-c4ccccc4C)cn3)c2)ccc1N1CCOCC1	1.0	0.0	7	18
c1ccc(-c2cn(-c3ccccc3)c3ncnc(NCc4ccco4)c23)cc1	2.2	0.1	7	-11
NC(=S)N/N=C(/c1cccc([N+](=O)[O-])c1)C12CN3CN(CN(C3)C1)C2	-0.7	0.1	-3	5
C#CCOCC1CCCN(S(=O)(=O)C2CC2)C1 (centres undefined)	2.0	0.0	3	6
CCc1c(C)sc(NC(=S)NC(C)C2CCCO2)c1C(=O)OC (centres undefined)	-0.9	0.9	13	-15
CCN(CC)S(=O)(=O)c1ccc(C(=O)N2CCN=C2SCc2ccccc2)cc1	-0.7	0.3	6	0
Cn1c(=O)c2c(nc(Sc3nc4ccccc4o3)n2C)n(C)c1=O	-0.3	-0.1	0	-6
COc1ccc(C(=O)C2CCN(CC(=O)Nc3cccc4ccccc34)CC2)cc1	0.2	0.0	-12	-8
Cc1ccc(NC(=O)c2nnn(CCc3ccccc3)c2N)c(Cl)c1	0.3	-0.2	20	-2
[O-][n+]1onc2c1CCc1c-2nc(-c2ccccc2Cl)n1O	0.5	-0.1	3	-6
COc1ccc([N+](=O)[O-])cc1NC(=O)c1ccc(S(=O)(=O)N2CCCCC2)cc1	-1.1	-0.1	7	10
O=C(O)c1cc(-c2ccc(Cl)cc2Cl)on1	-0.9	-0.1	-9	-7

Filtered by structure, the compounds so far containing a COOH group
SMILES	GPR151 ag	FBW7 activator	MITF primary	TEAD-YAP block
Cc1cc(C)cc(OCC(=O)Nc2ccc(OCC(=O)O)cc2)c1	-1.2	-0.2	0	-2
CCCCCCSc1nnc2c(n1)OC(c1ccccc1OCC(=O)O)Nc1ccccc1-2 (centres undefined)	1.0	-0.2	8	-4
Nc1c(C(=O)Nc2cccc(C(=O)O)c2)sc2nc3c(cc12)CCCCC3	0.0	0.0	4	-17
O=C(O)c1cc(-c2ccc(Cl)cc2Cl)on1	-0.9	-0.1	-9	-7

Continued:
SMILES	GPR151 ag	FBW7 activator	MITF primary	TEAD-YAP block
O=C(CSc1nc2ccccc2s1)NC1CCCC1	1.1	0.1	17	1
O=C(NCC12CC3CC(CC(C3)C1)C2)c1nc2ncccn2n1	3.0	0.1	-8	-7
O=c1c2ccccc2[nH]c2c([N+](=O)[O-])cc([N+](=O)[O-])cc12	-0.3	0.0	15	-7
CCCN1C(=O)C2(SC(NC(C)=O)=NN2C(C)=O)c2ccccc21 (centres undefined)	1.5	0.1	5	5
CCOC(=O)c1c(NC(=O)c2ccc(S(=O)(=O)N3CC(C)OC(C)C3)cc2)sc2c1CCN(C(C)C)C2 (centres undefined)	3.0	0.0	-2	3
O=C(CC1C(=O)NCCN1C/C=C/c1ccccc1)NCCc1cscn1 (centres undefined)	0.4	0.4	-1	-10
O=C(CSc1ccc(-c2ccccn2)nn1)N1CCc2ccccc21	1.4	-1.4	3	-4
Cc1cc(C(=O)NCC2Cc3cc(Cl)cc(-c4ccncc4)c3O2)n(C)n1 (centres undefined)	-1.7	-0.1	-3	-5
Cc1[nH]c2ccccc2c1CCNC(=O)/C(=C/c1ccccc1)NC(=O)c1ccccc1	-0.3	-0.1	4	2
Cc1cccc2sc(NNC(=O)C3=COCCO3)nc12	2.5	0.6	8	-5
CCCn1c(=O)c(C(=O)Nc2cccc(C(F)(F)F)c2)c(O)c2ccccc21	-1.2	0.2	1	10
C=CCOC(=O)C1=C(C)NC(=S)NC1c1ccc(OC)cc1 (centres undefined)	-1.3	-0.1	6	5
COc1ccc(S(=O)(=O)N(CCc2ccccc2)CC(=O)Nc2cc(C)ccc2C)cc1	0.8	0.2	-1	3
CC(=O)c1ccc(N2CCN(C(=O)c3csc(C)c3-c3ccccc3)CC2)cc1	1.1	0.0	4	-3
CC1CCC(C(C)C)C(=O)/C1=C/c1ccc(N)cc1 (centres undefined)	3.8	-0.2	-2	-49
COc1ccc(C)cc1NC(=O)N1CCC(c2nc(-c3ccc4c(c3)OCO4)no2)CC1	-0.3	0.0	3	1
CC(=O)Nc1cccc(N2C(=O)c3cccc4c([N+](=O)[O-])ccc(c34)C2=O)c1	-0.3	-0.1	1	9
COCCOC(=O)c1c(C)n(C)c2ccc(OC(=O)c3ccc4c(c3)OCO4)cc12	1.6	-0.1	-11	3
N#Cc1c(-c2ccc(F)cc2)cc(-c2ccccc2)nc1SCC(=O)c1ccc(Br)cc1	-1.2	0.1	5	0
CC(=O)Nc1ccc(C(=O)OCC(=O)N2CC3(C)CC2CC(C)(C)C3)cc1 (centres undefined)	-1.0	0.7	19	2
COc1ccc(Cl)cc1C(=O)N1CCN(C)CC1	1.1	0.1	-4	-3
COc1cc(Nc2c(C)c(C)nc3ncnn23)cc(OC)c1	-0.1	0.0	-1	-2
CCN1CCc2c(sc(NC(=O)c3ccc(S(=O)(=O)N4CCCCCC4)cc3)c2C(N)=O)C1	1.1	0.0	2	3
O=C(/C=C/c1ccccc1)Nc1nnc(-c2ccco2)o1	0.3	-0.1	-7	-3
COc1ccccc1OCc1nnc(SCCN2CCOCC2)o1	5.9*	-0.3	-2	7

Reformatted: entries from further up
Values run as follows: GPR151 ag, FBW7 activator, MITF primary, TEAD-YAP block
Cn1c(-c2ccc3ccccc3n2)[n+](C)c2ccccc21
  -1.9, 0.0, 16, 12
CCN(CC)S(=O)(=O)c1ccc(C(=O)N2CCN=C2SCc2ccccc2)cc1
  -0.7, 0.3, 6, 0
COc1ccc([N+](=O)[O-])cc1NC(=O)c1ccc(S(=O)(=O)N2CCCCC2)cc1
  -1.1, -0.1, 7, 10

The list continues.
SMILES	GPR151 ag	FBW7 activator	MITF primary	TEAD-YAP block
CCOC(=O)c1c(NC(=O)c2ccccc2C)sc2c1CCCCC2	-0.2	0.6	4	2
CCC(=O)Nc1c(-c2ccc(C)cc2)nc2ccccn12	0.5	0.0	-4	-17
Cc1cc(C(=O)NCCN(C)C)c(C)o1	0.6	-0.1	-5	3
CC1=C(C(=O)Nc2ccc(C)cn2)C(c2ccc(Cl)cc2)C2=C(CCCC2=O)N1 (centres undefined)	0.4	0.7	-5	-10
Cc1[nH]c2ccccc2c(=O)c1CN(C)C1CCN(C)CC1	-0.5	0.0	4	-3
CN(C)CCCN(Cc1cccs1)C(=S)NCc1ccccc1	2.9	-0.1	-15	-1
O=C(CCCCCn1c(=S)[nH]c2ccccc2c1=O)NCCCN1CCOCC1	0.6	0.0	3	1
COc1ccc(C(=O)CC(SCCO)c2cc(OC)c(OC)c(OC)c2)cc1 (centres undefined)	-0.7	0.1	16	-2
CC(=O)Nc1ncc(Cc2cccc(Cl)c2)s1	0.4	0.2	8	-2
COc1ccccc1C(=O)NNC(=O)c1ccc(C)c(I)c1	3.3	-0.2	7	-6
Cc1cc(C)cc(N=C2NC(=O)/C(=C/c3ccc(OCc4ccc(Br)cc4)c(Br)c3)S2)c1	0.3	-0.1	-1	-12
Cc1ccc(S(=O)(=O)Nc2ccc(Cc3ccncc3)cc2)cc1	0.8	-0.1	8	9
CCOc1ccc(/C=C2\SC(=Nc3ccc(F)cc3)NC2=O)cc1	-0.6	-0.2	-1	-10
CCC(=O)C1=C(c2ccc(C)cc2)N(C(=O)CC)n2c(CC)nnc2S1	-1.7	-0.9	2	0
Cc1ccc(C)c(OCCn2cc(C(F)(F)F)cc(Cl)c2=O)c1	0.0	0.6	11	0
COc1cccc(N2C(=O)CN(Cc3ccc(OC)c(OC)c3)C2=S)c1	-1.4	0.1	-8	-11
NNC(=O)C(=O)NNc1ccccn1	1.6	-0.1	70*	-3

Screening results (PubChem)
